High-throughput results from PubChem.
LMPTP inh: LMPTP (human) inhibition. AID 651560. P24666. recombinant LMPTP-A, OMFP fluorogenic substrate, fluorescence intensity. inhibition, % at 20 µM. hit rate 0.22% among 360,000;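 active means compounds that cut the enzyme signal by at least half of the control window in the single-dose screen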;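 further: plate controls were DMSO wells with enzyme plus substrate for no effect and substrate without enzyme for full effect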
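Assay system: LMPTP-A enzyme. Input: 0.625 nM LMPTP-A final. Probe or stimulus: 400 µM OMFP. Compound dosing: single 20 µM dose. Schedule: 50 min dark incubation at room temperature. Detection: fluorescence intensity of OMFP turnover product. Read-out: percent inhibition versus substrate-only and uninhibited controls. Benchmarks: no-enzyme low control, uninhibited high control.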
E coli Lon inh: inhibits E. coli Lon protease. P0A9M0. hit rate 0.42% among 360,000. purified E. coli Lon protease, fluorescence polarization. inhibition, % at 7.94 µM; in the data active means inhibition above about 13%, passing the limit was not always enough;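 further: 0% = enzyme with probe and DMSO and 100% = no enzyme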
DNMT1 block: blocks human DNA methyltransferase DNMT1 | P26358 | hit rate 0.83% among 360,000 | inhibition (reported as % activation of signal), % at 10 µM | DNMT1 molecular beacon, Hinp1I cleavage, fluorescence; in the data active means inhibition above about 50%
STEP block: inhibitors of human striatal-enriched phosphatase STEP. hit rate 0.25% among 360,000. P54829. inhibition, % at 20 µM. recombinant STEP, OMFP fluorogenic substrate, fluorescence;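 active means inhibition at 20 µM, scaled per plate between control wells, above about 37%, limit read from the data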;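 further: 0% = DMSO with enzyme and substrate and 100% = substrate only without enzyme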
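Material: STEP (striatal-enriched tyrosine phosphatase) enzyme, cell-free | Medium: 50 mM Bis-Tris pH 6.0 with 2.5 mM DTT and 0.005% Tween 20 | Read-out: Percent inhibition scaled to no-enzyme and uninhibited-enzyme controls, plate-pattern corrected | Signal: Fluorescence read at 480 nm ex / 540 nm em | Times: 20 min reaction, room temperature, in the dark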
MsrA inhibitor: inhibitors of bovine MsrA | purified bovine MsrA, absorbance read-out | hit rate 0.75% among 360,000 | inhibition, % at 15.5 µM; in the data active means inhibition above about 4.5%;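 further: 0% = vehicle wells with enzyme and 100% = reference inhibitor wells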
SUMO1 PPI mod: SUMO1-SIM interaction modulation; P63165; hit rate 0.33% among 360,000; inhibition, % at 20 µM; SUMO1 binding to a labelled peptide, TR-FRET, 1 h; AID 602429; in the data active means inhibition above about 37%
TbMetRS inhib: blocks T. brucei methionyl-tRNA synthetase activity. purified T. brucei MetRS, ATP depletion, Kinase-Glo luminescence. inhibition, % at 11.9 µM. hit rate 0.4% among 360,000. AID 624268;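 active means inhibition above a per-plate cutoff of the control wells' mean inhibition plus 3 SD, cut at about 5.5% in these data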;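 further: 0% = DMSO wells median and 100% = median of wells with control inhibitor compound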
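Dosing: 11.9 µM compound single dose, 0.9% DMSO; Assay system: purified T. brucei MetRS enzyme; Measured by: Kinase-Glo luciferase luminescence reporting remaining unconsumed ATP; Schedule: 15 min plus 2 h at 25 °C.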
NRP1-CendR mod: alters CendR peptide binding to human NRP-1. O14786. FAM-RPARPAR peptide binding to NRP-1, fluorescence polarization. inhibition, % at 25 µM. hit rate 0.85% among 360,000. AID 602438;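 active means inhibition or corrected inhibition above about 18%, plus a signal ratio from 0.5 to 1.5, limit read from the data, passing the limit was not always enough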; further: strong numbers were not always called active
Target sequence (O14786 whole entry, looked up): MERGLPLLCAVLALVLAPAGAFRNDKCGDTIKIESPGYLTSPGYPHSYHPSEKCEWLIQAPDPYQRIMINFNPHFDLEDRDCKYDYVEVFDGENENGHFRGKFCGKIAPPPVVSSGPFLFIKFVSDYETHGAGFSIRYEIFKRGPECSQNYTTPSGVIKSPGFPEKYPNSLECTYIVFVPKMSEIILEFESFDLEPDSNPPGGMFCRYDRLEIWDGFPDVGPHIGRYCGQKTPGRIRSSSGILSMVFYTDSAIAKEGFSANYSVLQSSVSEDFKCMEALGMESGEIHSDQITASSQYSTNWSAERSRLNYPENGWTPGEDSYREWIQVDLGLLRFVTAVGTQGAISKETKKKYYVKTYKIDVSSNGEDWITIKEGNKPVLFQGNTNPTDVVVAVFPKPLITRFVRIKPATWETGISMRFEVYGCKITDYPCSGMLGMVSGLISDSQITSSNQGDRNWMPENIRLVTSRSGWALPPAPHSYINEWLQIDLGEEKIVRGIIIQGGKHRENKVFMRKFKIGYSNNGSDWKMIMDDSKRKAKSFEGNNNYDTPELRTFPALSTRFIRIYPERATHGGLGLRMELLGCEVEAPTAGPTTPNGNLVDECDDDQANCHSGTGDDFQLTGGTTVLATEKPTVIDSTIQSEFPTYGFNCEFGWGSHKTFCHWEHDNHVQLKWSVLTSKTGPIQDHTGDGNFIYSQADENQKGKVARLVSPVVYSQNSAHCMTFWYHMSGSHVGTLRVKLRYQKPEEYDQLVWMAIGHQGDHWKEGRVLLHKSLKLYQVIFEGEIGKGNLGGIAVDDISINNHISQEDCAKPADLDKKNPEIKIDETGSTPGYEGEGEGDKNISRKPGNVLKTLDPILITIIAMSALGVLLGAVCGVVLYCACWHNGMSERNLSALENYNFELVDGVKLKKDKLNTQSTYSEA
bovine MsrA act: activators of bovine methionine sulfoxide reductase A | AID 602163 | purified bovine MsrA, absorbance read-out | hit rate 0.3% among 360,000 | activation, % at 10.6 µM; in the data active means activation above about 7.5%;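 further: 0% = vehicle and 100% = reference activator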
Scp-1 inhibitor: blocks human Scp-1 phosphatase activity; Q9GZU7; Recombinant Scp1, phosphopeptide, malachite green phosphate absorbance; inhibition, % at 20 µM; hit rate 0.88% among 340,000;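 active means inhibition above about 50% at 20 µM, limit read from the data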;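 further: plate controls were DMSO wells with enzyme for no effect and wells lacking enzyme for full effect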
Target sequence (Q9GZU7 76-261 limits assumed): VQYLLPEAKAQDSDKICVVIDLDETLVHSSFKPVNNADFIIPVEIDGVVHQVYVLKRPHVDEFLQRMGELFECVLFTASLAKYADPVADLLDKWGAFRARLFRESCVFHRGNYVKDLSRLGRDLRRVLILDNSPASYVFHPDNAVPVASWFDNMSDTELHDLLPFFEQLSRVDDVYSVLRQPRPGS
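Test system: SCP-1 phosphatase catalytic domain, residues 76-261 | Compound dosing: One concentration, 20 µM, with 1.0% DMSO | Schedule: 45 min room-temperature reaction, 5 min colour, 30 min stabiliser | Detection: Absorbance at 630 nm | Read-out basis: % inhibition of SCP-1 phosphate liberation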
The depositor's hits bear a star; nt = not tested or not shown.

SMILES	LMPTP inh	E coli Lon inh	DNMT1 block	STEP block	MsrA inhibitor	SUMO1 PPI mod	TbMetRS inhib	NRP1-CendR mod	bovine MsrA act	Scp-1 inhibitor
CCOc1ccc(S(=O)(=O)N2CCCCC2)cc1NC(=O)C1COc2ccccc2O1 (centres undefined)	2.2	-2	-8	10	0.4	-10	-0.2	14	-2	-3
CC(=O)OCC1=C(C(=O)O)N2C(=O)C(NC(=O)Cn3nc(C(F)F)c(Cl)c3C)C2SC1 (centres undefined)	0.0	6	19	5	-0.5	17	5.0	-18	-2	38
COc1ccc(N2CCN(C(=O)c3ccc4c(c3)OCO4)CC2)cc1	2.6	-2	6	3	0.9	0	-0.3	-15	-6	-4
O=C(NCc1ccccc1)C1(CC2CC(c3ccccc3)=NO2)CCNCC1 (centres undefined)	-0.4	-4	-1	4	-0.6	1	0.3	-2	-2	-2
COc1ccc(OC)c(NC(=O)CSc2ccc3nnc(-c4cccnc4)n3n2)c1	-0.8	0	-6	-3	1.0	0	-0.1	-4	-2	-6
CCCNC(=O)C1(C)CCN(Cc2ccc3ccccc3c2Br)C1 (centres undefined)	-0.3	-3	-4	-4	0.0	-6	0.0	-6	-1	nt
COCCn1c(SCC(=O)NCC(c2ccccc2)N(C)C)nc2sc3c(c2c1=O)CCC3 (centres undefined)	-1.2	4	2	2	0.9	1	-0.3	-3	-2	-3
COc1ccc(CNC(=O)c2[nH]c(C(F)(F)F)nc2-c2ccccc2)cc1	1.7	-11	10	0	-0.2	6	-0.5	6	-4	nt
CC(C)N1CCCC(C)(C(=O)Nc2nc3ccccc3n2C)C1 (centres undefined)	-1.2	-7	2	0	-0.3	2	-0.1	-7	-3	nt
CCOc1ccc(CCN2C(=O)C(=O)N([C@@H](CC(C)C)CN3CCC[C@H]3CN3C(=O)C(=O)NC[C@@H]3Cc3ccc(O)cc3)C[C@@H]2Cc2ccccc2)cc1	0.2	6	nt	nt	0.5	5	-0.1	-7	-2	nt
COc1cc(/C=C2\SC(=S)N(CC(=O)NC(C)(C)C)C2=O)cc(OC)c1OC	-2.3	-4	-5	0	1.1	-11	-0.1	-28	-2	-9
Cn1c(C(=O)N2CCC(C(N)=O)CC2)cc2c(=O)n(C)c3ccccc3c21	-0.5	-4	3	2	-0.2	4	-0.3	-12	-1	-1
CCOc1ccc(-c2cccc(NC(=O)c3ccco3)c2)nn1	-0.1	4	0	2	-0.2	3	-0.1	-8	-3	-7
O=C(COC(=O)c1cc(=O)[nH]c2ccccc12)NC1CCCCCCC1	-0.2	7	2	7	1.7	-10	0.3	-8	-3	-5
O=C(CSc1ncnc2c1oc1ccccc12)NC1CCCC1	-0.4	30	1	-2	1.3	0	-0.7	1	-4	1
O=c1[nH]c(CSc2ncnc3sc(-c4ccccc4)cc23)nc2ccccc12	0.9	-8	49	3	-1.3	-27	-0.2	-26	-3	-7
O=c1c2c(-c3cccs3)csc2ncn1-n1cccc1	-0.3	-1	-2	3	0.8	-4	-0.1	8	-2	-14
Cc1ccc(Cn2c(SCC(=O)Nc3cc(C)on3)nc3ccccc3c2=O)cc1	0.3	-4	9	41*	0.1	-1	-0.2	28*	-1	-11
Cc1nc(-c2cccc(NC(=O)c3cccs3)c2)cs1	2.4	2	-6	1	-0.3	0	-1.4	-12	-14	8
CCC1COCCS(=O)(=O)N1Cc1ccccc1F (centres undefined)	0.4	-3	6	-1	-0.9	6	-0.4	11	-3	-2
O=C(NCc1ccco1)C1CCN(S(=O)(=O)N2CCOCC2)CC1	1.0	3	0	-3	1.3	-3	-0.3	13	-3	-7
CC1(C(=O)NCC2CC2)Cc2c(-c3ccc4c(c3)OCO4)ccnc2O1 (centres undefined)	3.7	-1	5	3	0.3	2	-0.1	15	-9	nt
Cc1ccc(S(=O)(=O)NNC(=O)/C=C/c2cccc(F)c2)cc1	-0.1	4	4	1	-1.0	-3	-0.2	21*	-2	-11
O=C1C=C(N(CCO)Cc2ccccc2)c2ccccc2C1=O	8.5	1	77*	1	nt	32	1.0	6	1	-3
CC1CCCCN1C(=O)CSc1nnc(-c2c[nH]c3ccccc23)o1 (centres undefined)	-0.4	2	0	-2	-0.7	0	4.3	14	3	-8

Compound profiles, from the list above. Order of values: LMPTP inh	E coli Lon inh	DNMT1 block	STEP block	MsrA inhibitor	SUMO1 PPI mod	TbMetRS inhib	NRP1-CendR mod	bovine MsrA act	Scp-1 inhibitor
Cc1ccc(Cn2c(SCC(=O)Nc3cc(C)on3)nc3ccccc3c2=O)cc1 as listed: 0.3	-4	9	41*	0.1	-1	-0.2	28*	-1	-11
CC(C)N1CCCC(C)(C(=O)Nc2nc3ccccc3n2C)C1 (centres undefined) as listed: -1.2	-7	2	0	-0.3	2	-0.1	-7	-3	nt
CCC1COCCS(=O)(=O)N1Cc1ccccc1F (centres undefined) as listed: 0.4	-3	6	-1	-0.9	6	-0.4	11	-3	-2
O=C(NCc1ccco1)C1CCN(S(=O)(=O)N2CCOCC2)CC1 as listed: 1.0	3	0	-3	1.3	-3	-0.3	13	-3	-7

(continued)
SMILES	LMPTP inh	E coli Lon inh	DNMT1 block	STEP block	MsrA inhibitor	SUMO1 PPI mod	TbMetRS inhib	NRP1-CendR mod	bovine MsrA act	Scp-1 inhibitor
COc1ccc(OC)c(NC(=O)CSc2nc(-c3ccccc3)cc(=O)[nH]2)c1	-1.4	2	-6	-1	0.0	10	0.1	10	-1	82*
COc1ccc(OC)c(NC(=O)CSc2nnnn2C2CCCC2)c1	-0.6	-2	-1	-4	-1.4	1	0.1	6	-2	-7
Cc1ccc(-n2nc(C(=O)c3ccccc3)n3c(=O)cc(-c4ccccc4)nc23)cc1	-0.7	-8	-1	0	-0.2	-4	-0.6	-34	0	-2
CSc1nsc(SC)c1CO	0.7	10	-1	-2	-1.1	1	0.6	-4	-3	-5
Cn1c(=O)[nH]c(=O)c2c1nc(N1CCN(C(=O)c3ccco3)CC1)n2CCCSc1ncccn1	-1.0	6	-1	-3	-1.7	2	-0.1	16	-1	-4
Cc1cn2c(-c3cccnc3)nnc2s1	0.8	-11	0	1	-0.1	-6	-0.3	-9	6	-6
O=C1C[C@@H]2c3c(cccc3CN1Cc1ccc(Cl)cc1)C[C@@H](O)[C@H]2O	-2.2	4	3	-1	0.1	-1	0.1	14	-3	-8
CCCCNS(=O)(=O)c1ccc2nc(-c3cccnc3)cc(C(=O)NCCOC)c2c1	-1.3	-11	1	-5	0.3	-7	-0.6	-7	-12	11
CCN(CC)C(=O)C1CCN(S(=O)(=O)c2ccc(-n3cnnn3)cc2)CC1	-0.6	-9	-1	-3	-0.9	0	-0.3	14	-2	-2
COc1ccc(Cl)cc1C1=NOC2(CCC2)C(=O)N1Cc1cccc(C#N)c1	0.7	0	-5	2	1.1	-2	-0.5	0	-1	nt
O=C(Nc1nccs1)C1(c2ccc(Cl)cc2)CC1	0.7	6	1	2	0.2	2	-0.5	9	-1	2
O=C(CCNC(=O)c1ccc(Br)cc1)Nc1cccc(S(=O)(=O)N2CCCC2)c1	0.0	3	-1	-1	1.7	3	0.5	4	-1	-3
COc1ccc(-c2c(-c3ccsc3)oc(=O)c3cc(OC)c(OC)cc23)cc1	1.5	1	-5	3	0.9	-2	-0.6	9	-10	-5
O=C(c1ccccc1)c1cc(-c2ccccn2)c(N2CCOCC2)s1	-0.5	1	3	-1	0.7	-19	-0.2	3	-5	-9
CCCNC(=S)Nc1ccccc1	0.8	1	-2	-1	-1.0	11	-0.4	5	2	-4
CC(=O)Nc1ccc(S(=O)(=O)N2CCN(Cc3cccc([N+](=O)[O-])c3)CC2)cc1	3.0	1	-3	4	-1.9	-11	-1.1	3	-13	-6
CCNC(=O)CCSc1nnc(-c2ccncc2)o1	-1.6	-2	-5	-2	-0.5	-1	-0.6	2	-4	-5
O=C(CN1C(=O)CSc2ccc(S(=O)(=O)N3CCOCC3)cc21)NCCc1ccccc1	-1.7	0	7	-1	-0.1	6	-0.1	-2	0	nt
O=C(NCCN1CCOCC1)C(=O)NCC1OCCN1S(=O)(=O)c1ccccc1 (centres undefined)	-3.4	-18	-1	-1	-0.7	2	-0.2	-7	-1	-6
CCOc1ccccc1OCCCC(=O)NNC(=O)c1ccc(F)cc1	-0.3	1	-1	2	1.8	0	-0.4	-3	-10	59*
CCOc1ccc(OCc2cccc(C(=O)N3CCCC3)c2)cc1	1.4	-5	4	1	-0.5	0	-0.5	-10	-1	-4
Cc1c(Cl)c([N+](=O)[O-])nn1CC(=O)NCc1cccnc1	-0.9	0	5	0	1.6	-14	0.5	1	-2	-1
CN(/C(=N\S(=O)(=O)c1ccccc1)C(F)(F)F)c1ccccc1	-0.2	0	1	-2	0.1	-4	-0.5	4	-4	0
Cc1ccc(NS(=O)(=O)c2c(C(=O)N3CCCCCC3)c(C)n(C)c2C)c(C)c1	0.0	-5	0	1	-0.9	2	-0.4	26*	-4	-2
O=C(O)COn1c(-c2ccccc2)nc2ccc(Cl)cc21	-0.7	-3	2	0	1.4	4	-1.0	0	-11	-10
SMILES	LMPTP inh	E coli Lon inh	DNMT1 block	STEP block	MsrA inhibitor	SUMO1 PPI mod	TbMetRS inhib	NRP1-CendR mod	bovine MsrA act	Scp-1 inhibitor
CCOc1ccc(-c2csc(NC(=O)C3CCCO3)n2)cc1 (centres undefined)	0.1	-6	-3	0	-0.1	2	0.0	6	-1	0
NC(=O)c1ccc(C(F)(F)F)n(Cc2ccc(F)c(F)c2)c1=O	2.7	6	-1	-2	-0.7	-2	-0.1	0	-2	-11
O=C(CSc1nc2ccccc2s1)Nc1ccc(C(=O)O)cc1	-4.3	-6	2	-2	-0.2	9	0.2	1	-8	-14
CCCC(=O)Nc1cccc(NC(=O)CN2CCN(c3ccccc3OC)CC2)c1	-1.3	-4	-5	-8	-0.6	-2	-1.1	12	0	3
CCOC(=O)N1CCN(C(=O)CCc2ccc(S(=O)(=O)NC(C)(C)C)cc2)CC1	-0.5	3	19	3	0.7	-3	0.1	-2	0	-6
O=C(NCC(c1cccnc1)N1CCOCC1)c1ccco1 (centres undefined)	-1.6	-3	-3	-2	1.2	-1	-0.3	6	-1	-1
COc1cccc(C(C(=O)NCC2CCCO2)N(CC2CCCO2)C(=O)CN2C(=O)c3ccccc3S2(=O)=O)c1 (centres undefined)	0.4	6	0	-1	1.9	2	-0.1	3	-3	-11
O=C(Cn1cnc2c(nnn2-c2ccc(F)cc2)c1=O)N1CCCc2ccccc21	-0.4	7	1	2	-0.7	9	-0.2	3	-2	-5
CC(=O)Nc1ccc(C(=O)OCC(=O)NC2CCCCCCC2)cc1	0.2	-1	0	1	2.0	-1	-0.1	4	-2	-6
Cc1cccc(NC(=S)N2CCCCC2c2cccnc2)c1C (centres undefined)	-2.4	-1	-2	0	-0.1	-2	0.1	5	-3	-7
CN(C)c1ccc(C(=O)Nc2cc(C(F)(F)F)ccc2-n2cncn2)cc1	0.9	0	0	-4	4.0	4	-0.2	-1	-2	-6
